Pf Dd2 inh: inhibitors of Plasmodium falciparum Dd2 growth. 94,000 compounds, 2.3% hits. P. falciparum Dd2 growth, SYBR Green, 72 h; hits give low values. activity change, % at 10 µM; in the data active = activity change below about -80%; inconclusive = no clear call, values can overlap the other calls
C diff HTS: inhibitors of Clostridium difficile growth; Clostridium difficile clinical isolate growth, OD600, 24 h; hits give low values; growth activity, negative = inhibition, % at 16 µg/mL (by protocol); 86,000 compounds, 0.25% hits; AID 1259249;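 active = mean growth activity at or below -80% and every replicate also at or below -80%; inconclusive = mean at or below -80% but some replicate above -80%; inactive = mean growth activity above -80%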;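 note: 0% = DMSO wells and -100% = levofloxacin 16 µg/mL wells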
T cruzi growth: blocks T. cruzi growth in NIH3T3 culture. 77,000 compounds, 5.9% hits. AID 624255. inhibition, % at 8.34 µM. T. cruzi beta-gal in NIH3T3, GalScreen luminescence, 90 h;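 active = mean inhibition above about 93%, with at least 55% of replicates each passing it, limit read from the data, passing the limit was not always enough; inconclusive = only one of those two conditions holds; inactive = neither condition holds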
GASC1 inh: inhibitors of human demethylase GASC-1 KDM4C; 96,000 compounds, 0.15% hits; AID 720574; GST-KDM4C 2-372, H3K9me3 peptide, LANCE TR-FRET; inhibition, % at 12.5 µM;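 active = mean replicate inhibition above about 25%, with at least 55% of replicates also reaching it, limit read from the data, passing the limit was not always enough; inconclusive = only one of those two conditions met; inactive = neither condition met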
Target sequence (Q9H3R0 2-372 limits assumed): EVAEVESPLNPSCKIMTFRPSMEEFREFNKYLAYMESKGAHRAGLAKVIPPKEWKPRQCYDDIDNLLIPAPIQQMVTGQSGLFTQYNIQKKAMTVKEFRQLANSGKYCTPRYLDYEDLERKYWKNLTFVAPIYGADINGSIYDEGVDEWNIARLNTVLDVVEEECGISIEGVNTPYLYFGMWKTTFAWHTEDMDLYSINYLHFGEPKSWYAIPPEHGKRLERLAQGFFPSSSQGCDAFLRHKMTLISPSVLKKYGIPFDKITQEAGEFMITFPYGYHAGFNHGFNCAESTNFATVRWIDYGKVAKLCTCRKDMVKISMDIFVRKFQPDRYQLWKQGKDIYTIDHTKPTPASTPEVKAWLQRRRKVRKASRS
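Assay system: GST-GASC-1 enzyme fragment 2-372 | Amount: 10 nM enzyme | Medium: HEPES buffer, pH 7.5, plus ascorbate | Reagent: H3K9me3 peptide substrate, Fe(II), 2-oxoglutarate | Doses: Single-point compound screen | Incubation: 30 min demethylation and 1 h detection at room temperature | Measured by: LANCE TR-FRET, excitation 340 nm, emissions 618 and 671 nm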
The depositor's hits bear a star; u = inconclusive; x = no result given; & = joins results of further samples.

Pf Dd2 inh	C diff HTS	T cruzi growth	GASC1 inh	Structure
9&-5	-2&-6	68&71	0.0	C[C@H](CO)N1C[C@H](C)[C@H](CN(C)C(=O)NC2CCCC2)Oc2ncc(-c3ccccc3)cc2C1=O
-3	-1	-27	-0.8	C[C@H](CO)N1C[C@H](C)[C@H](CN(C)S(C)(=O)=O)Oc2c(NC(=O)c3ccc(-c4nccs4)cc3)cccc2C1=O
-35	16	32	0.3	CC(C)NC(=O)Nc1ccc2c(c1)C(=O)N([C@H](C)CO)C[C@@H](C)[C@@H](CN(C)CC1CCCCC1)OCCCC[C@@H](C)O2
-38	3	-7	-1.1	CNC(=O)C[C@@H]1CC[C@@H]2[C@@H](COc3ccc(NC(=O)c4cc(C)on4)cc3C(=O)N2C)O1
1	-4	2	0.3	C[C@H](CO)N1C[C@H](C)[C@@H](CN(C)C(=O)NC2CCCCC2)Oc2ccc(NC(=O)CCN3CCOCC3)cc2CC1=O
17	-1	4	5.6	COCC(=O)Nc1ccc2c(c1)C(=O)N(C)[C@@H]1CC[C@H](CC(=O)O)O[C@@H]1CO2
-22	-3	69	-1.4	C/C=C/c1ccc2c(c1)O[C@H](CN(C)C(=O)Cc1ccccc1)[C@@H](C)CN([C@H](C)CO)S2(=O)=O
1	3	4	6.1	Cc1noc(C)c1NC(=O)Nc1cccc2c1O[C@@H](CN(C)Cc1ccncc1)[C@@H](C)CN([C@H](C)CO)C2=O
-51	x	29	-0.6	Cc1ccc(S(=O)(=O)N(C)C[C@H]2Oc3ccc(NC(=O)Nc4cccc5ccccc45)cc3C(=O)N([C@@H](C)CO)C[C@@H]2C)cc1
-55	-20	31	1.4	O=C(C[C@@H]1C[C@@H]2c3cc(NC(=O)Nc4ccccc4)ccc3O[C@@H]2[C@H](CO)O1)NC1CCCC1
u	0	x	-0.1	COc1ccc2c3c(n(C)c2c1)[C@@H](CO)N(C(=O)c1ccccc1)CC31CN(CC2CC2)C1
6	0	10	-1.3	Cc1ccc(S(=O)(=O)N[C@@H]2CC[C@@H](CC(=O)NCCN3CCCCC3)O[C@H]2CO)cc1
31	1	-22	-3.4	COc1ccc(S(=O)(=O)Nc2ccc3c(c2)C(=O)N([C@@H](C)CO)C[C@H](C)[C@@H](CN(C)C(=O)Nc2c(C)noc2C)O3)cc1
-5	1	-34	0.0	CN1C(=O)c2cc(NC(=O)NCc3ccccc3)ccc2OC[C@@H]2O[C@@H](CC(=O)O)CC[C@H]21
-66	-2	102*	-2.0	C[C@H]1CN([C@@H](C)CO)S(=O)(=O)c2ccc(/C=C/c3ccccc3)cc2O[C@H]1CN(C)C(=O)NC1CCCC1
8	x	38	x	Cc1ccccc1S(=O)(=O)N1C[C@H](O)COC[C@H]2O[C@H](CC(=O)N3CCCCC3)CC[C@@H]21
-22	-13	x	-1.1	COc1ccccc1C#Cc1ccc2c(c1)[C@H]1[C@H](CCN1S(=O)(=O)c1cn(C)cn1)[C@@H](CO)N2
-17	6	23	-0.8	C[C@@H]1CN([C@H](C)CO)C(=O)c2cc(-c3cccnc3)cnc2O[C@H]1CN(C)C(=O)c1cccc(F)c1
36	-16	-9	0.7	C[C@@H]1CN([C@H](C)CO)C(=O)c2cc(NC(=O)CCC(F)(F)F)ccc2O[C@H]1CN(C)Cc1ccc2c(c1)OCO2
-4	15	0	1.6	O=C(c1cccnc1)N1C[C@H]2[C@@H](c3ccccc31)[C@@H](CO)N2C(=O)Nc1ccccc1
-55	7	88	1.2	N#C[C@H]1[C@@H](c2ccc(C#Cc3ccccc3F)cc2)[C@@H](CO)N1C(=O)C1CCOCC1
33	12	-114	1.7	C[C@@H]1CN([C@H](C)CO)C(=O)c2cc(NC(=O)Nc3ccccc3)ccc2O[C@@H]1CN(C)Cc1ccc(Cl)c(Cl)c1
-59	4&-11	95	3.1	O=C(C[C@@H]1CC[C@H]2[C@@H](COC[C@@H](O)CN2Cc2cc(F)ccc2F)O1)N[C@@H]1CCN(Cc2ccccc2)C1
17	0	-7	0.9	Cc1ccc(S(=O)(=O)Nc2cccc3c2O[C@H](CN(C)S(=O)(=O)c2ccc(F)cc2)[C@@H](C)CN([C@H](C)CO)C3=O)cc1
13	1	-20	0.7	C[C@H]1CN([C@@H](C)CO)C(=O)c2cccc(N(C)C)c2O[C@H]1CN(C)C
16	-3	6	-4.1	C[C@H]1CN([C@@H](C)CO)C(=O)c2cc(-c3cncnc3)cnc2O[C@@H]1CN(C)C(=O)c1cccc(F)c1
-11	-4	0	1.8	COc1ccc(NC(=O)Nc2ccc3c(c2)C(=O)N([C@@H](C)CO)C[C@H](C)[C@@H](CN(C)Cc2ccccc2)O3)cc1
3	-3	16	1.7	COc1ccc(NC(=O)N(C)C[C@@H]2Oc3ccc(NS(C)(=O)=O)cc3CC(=O)N([C@H](C)CO)C[C@H]2C)cc1
14	-8	-14	1.1	C[C@H](CO)N1C[C@H](C)[C@H](CN(C)Cc2ccncc2)Oc2ccc(NC(=O)Nc3ccccc3)cc2C1=O
12	-9	-48	-1.3	O=C(C[C@H]1C[C@H]2c3cc(NS(=O)(=O)c4ccccc4)ccc3O[C@H]2[C@@H](CO)O1)N1CCOCC1
21	x	-5	18	O=C(C[C@H]1CC[C@H]2[C@@H](COC[C@H](O)CN2Cc2ccncc2)O1)NCc1ccncc1
-32	1	47	-0.3	CC(C)NC(=O)Nc1cccc2c1O[C@H](CN(C)C(=O)NC1CCCCC1)[C@H](C)CN([C@@H](C)CO)C2=O
-49	3	-11	-0.4	O=C(NCC[C@H]1CC[C@@H](NC(=O)c2cnccn2)[C@@H](CO)O1)Nc1ccc(Cl)cc1
41	0	9	-3.8	CCC(=O)N(C)C[C@@H]1Oc2ncc(-c3ccccc3C)cc2C(=O)N([C@@H](C)CO)C[C@@H]1C
-33	1	3	-0.9	Cc1ccc(S(=O)(=O)N(C)C[C@H]2Oc3c(NC(=O)C4CCOCC4)cccc3C(=O)N([C@@H](C)CO)C[C@H]2C)cc1
-50	1	87	-0.7	C[C@@H]1CN([C@@H](C)CO)C(=O)c2cccc(NC(=O)c3ccc(-c4nccs4)cc3)c2O[C@H]1CN(C)Cc1ccccc1
22	2	x	0.6	CS(=O)(=O)Nc1ccc2c(c1)[C@H]1C[C@@H](CC(=O)NCC(F)(F)F)O[C@@H](CO)[C@H]1O2
-36	2	61	-2.5	COc1ccc(CN(C)C[C@@H]2OCCCC[C@H](C)Oc3ccc(NC(=O)c4ccccc4)cc3C(=O)N([C@H](C)CO)C[C@@H]2C)cc1
-30	x	15	0.6	CO[C@H]1CN(C)C(=O)c2ccc(NC(=O)Nc3cccc(F)c3)cc2OC[C@H](C)NC[C@H]1C
-6	8	64	-2.2	C[C@H]1CN([C@@H](C)CO)C(=O)Cc2cc(NC(=O)Nc3ccccc3)ccc2O[C@H]1CN(C)Cc1ccc(Oc2ccccc2)cc1
3	x	9	1.5	Cc1ccc(S(=O)(=O)Nc2ccc3c(c2)C(=O)N([C@@H](C)CO)C[C@H](C)[C@@H](CN(C)C(=O)CCCN(C)C)OCCCC[C@H](C)O3)cc1
-42	-2	109*	0.5	C/C=C/c1ccc2c(c1)O[C@@H](CN(C)Cc1ccncc1)[C@@H](C)CN([C@@H](C)CO)S2(=O)=O
-6	2	89	x	Cc1noc(C)c1S(=O)(=O)Nc1ccc2c(c1)CC(=O)N([C@H](C)CO)C[C@H](C)[C@@H](CN(C)Cc1ccc(C(F)(F)F)cc1)O2
-3	-6	91	-0.4	CN(C)C(=O)[C@H]1[C@H](CO)[C@H]2Cn3c(ccc(-c4ccccc4F)c3=O)[C@@H]1N2C(=O)c1ccncc1
-12	x	-27	0.5	C[C@H]1CN([C@@H](C)CO)C(=O)CCCn2nncc2CO[C@@H]1CN(C)C(=O)Nc1ccc2c(c1)OCO2
-57	1	42	-0.1	C[C@@H]1CN([C@H](C)CO)C(=O)c2cc(NS(=O)(=O)c3ccccc3)ccc2O[C@@H](C)CCCCO[C@@H]1CN(C)CC1CC1
25	3	95	-0.7	COc1cccc(-c2ccc([C@H]3[C@@H](CO)N4CCCCN(C(=O)c5ccc6c(c5)OCO6)C[C@@H]34)cc2)c1
-2	0	x	1.8	COc1ccc(CN(C)C[C@H]2Oc3ccc(NS(C)(=O)=O)cc3C(=O)N([C@@H](C)CO)C[C@H]2C)cc1
30	-2	-19	1.7	C[C@@H]1CN([C@H](C)CO)C(=O)c2cc(NC(=O)Nc3ccc4c(c3)OCO4)ccc2O[C@@H](C)CCCCO[C@@H]1CN(C)Cc1ccc(C(=O)O)cc1
-28&-41	3&-6	24&92	1.5	C[C@@H]1CCCCO[C@H](CN(C)C(=O)Cc2ccccc2)[C@@H](C)CN([C@H](C)CO)C(=O)c2cc(N(C)C)ccc2O1

One compound at a time, as listed above. Screens in order: Pf Dd2 inh	C diff HTS	T cruzi growth	GASC1 inh
C[C@H]1CN([C@@H](C)CO)C(=O)CCCn2nncc2CO[C@@H]1CN(C)C(=O)Nc1ccc2c(c1)OCO2 across the screens: -12	x	-27	0.5
Cc1ccc(S(=O)(=O)Nc2ccc3c(c2)C(=O)N([C@@H](C)CO)C[C@H](C)[C@@H](CN(C)C(=O)CCCN(C)C)OCCCC[C@H](C)O3)cc1 across the screens: 3	x	9	1.5
Cc1ccc(S(=O)(=O)N(C)C[C@H]2Oc3c(NC(=O)C4CCOCC4)cccc3C(=O)N([C@@H](C)CO)C[C@H]2C)cc1 across the screens: -33	1	3	-0.9
C[C@H](CO)N1C[C@H](C)[C@H](CN(C)Cc2ccncc2)Oc2ccc(NC(=O)Nc3ccccc3)cc2C1=O across the screens: 14	-8	-14	1.1
C[C@@H]1CN([C@H](C)CO)C(=O)c2cc(NS(=O)(=O)c3ccccc3)ccc2O[C@@H](C)CCCCO[C@@H]1CN(C)CC1CC1 across the screens: -57	1	42	-0.1

Going on with the list:
Pf Dd2 inh	C diff HTS	T cruzi growth	GASC1 inh	Structure
-17	-28	x	-0.1	O=C(C1CCCC1)N1CC(=O)N2[C@H](CO)[C@@H](c3ccc(C#Cc4cccc(F)c4)cc3)[C@@H]2C1
-52	x	121*	0.5	C[C@@H]1CN([C@@H](C)CO)S(=O)(=O)c2ccc(C3=CCCCC3)cc2O[C@H]1CN(C)Cc1ccccc1
-16	-2	58	0.4	C[C@H](CO)N1C[C@H](C)[C@H](CN(C)C(=O)CC2CC2)Oc2cc(-c3cccnc3)ccc2S1(=O)=O
14	x	28	0.6	O=C(C[C@@H]1CC[C@H]2[C@@H](COC[C@@H](O)CN2Cc2ccccc2F)O1)N1CCc2ccccc2C1
-37	-4	-70	-3.1	C[C@H](CO)N1C[C@H](C)[C@@H](CN(C)C(=O)C2CCCCC2)Oc2cc(C#Cc3ccncc3)ccc2S1(=O)=O
x	-6	22	1.1	CN1CCN(C(=O)C[C@H]2CC[C@H]3[C@H](COc4ccc(NC(=O)C5CCOCC5)cc4C(=O)N3C)O2)CC1
6	0	x	0.2	C[C@H](CO)N1C[C@H](C)[C@H](CN(C)S(C)(=O)=O)Oc2c(NC(=O)NC3CCCCC3)cccc2C1=O
0	0	87	-1.5	CN(C[C@@H]1N[C@H](CO)[C@@H]1c1ccc(-c2cccc(F)c2)cc1)C(=O)C1CCC1
13	8&-1	x	-4.3	Cn1cnc(S(=O)(=O)N2C[C@@H](O)COC[C@H]3O[C@H](CC(=O)NC4CCC4)CC[C@@H]32)c1
13	-1	-15	-1.5	O=C(c1ccccn1)N1C[C@@H]2[C@H](c3ccccc31)[C@@H](CO)N2C(=O)c1ccccn1
16	x	-28	-0.6	CO[C@H]1CN(C)C(=O)c2cc(NC(=O)c3cccc(F)c3)ccc2OC[C@H](C)NC[C@@H]1C
x	10&-9	4	-1.6	O=C(C[C@H]1CC[C@H]2NC[C@H](O)COC[C@@H]2O1)NCCc1ccncc1
8	0	45	-3.0	COc1ccc(NC(=O)Nc2ccc3c(c2)CC(=O)N([C@H](C)CO)C[C@H](C)[C@H](CN(C)C(=O)Nc2ccc(F)cc2)O3)cc1
8	-1	28	-0.9	N#Cc1ccc(-c2ccc3c(c2)[C@H]2[C@H](CCN2S(=O)(=O)c2cccc(F)c2)[C@@H](CO)N3)cc1
55	5	x	-1.2	CCCC#Cc1cnc2c(c1)C(=O)N([C@H](C)CO)C[C@@H](C)[C@@H](CN(C)C(=O)CN1CCOCC1)O2
-68	57	61	-1.5	COc1ccccc1NC(=O)N1CCCCN2[C@H](CO)[C@H](c3ccc(-c4ccc(C)cc4)cc3)[C@H]2C1
-55	1	80	3.6	C[C@@H]1CN([C@H](C)CO)S(=O)(=O)c2ccc(-c3ccc(C(=O)N(C)C)cc3)cc2O[C@H]1CN(C)C(=O)C1CCCCC1
-11	4	18	-0.2	C[C@@H]1CN([C@@H](C)CO)C(=O)Cc2cc(NS(=O)(=O)c3cn(C)cn3)ccc2O[C@H]1CN(C)Cc1ccc(C(F)(F)F)cc1

Some values from the entries so far.
T cruzi growth result of `C[C@H]1CN([C@@H](C)CO)C(=O)CCCn2nncc2CO[C@@H]1CN(C)C(=O)Nc1ccc2c(c1)OCO2` is entered as -27
Pf Dd2 inh result of `Cc1noc(C)c1NC(=O)Nc1cccc2c1O[C@@H](CN(C)Cc1ccncc1)[C@@H](C)CN([C@H](C)CO)C2=O` is entered as 1

Screens as filed in PubChem.
